Assay outcomes: PubChem, Southern Research Specialized Biocontainment Screening Center
Salmonella PhoP GFP – Inhibition of PhoP regulon, Salmonella typhi GFP reporter cells, confirmation, 4 h (AID 1850) | inhibition, % at 50 µM; hits with a dose series show IC50 in µM | hit rate 0.33% among 310,000 | Salmonella Typhi PhoP-promoter GFP reporter, fluorescence, 4 h; higher % means a stronger effect; in the data active means a potency from the dose series;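 further: 0% = induced wells with vehicle and 100% = uninduced wells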
M. tuberculosis HTS – M. tuberculosis growth inhibition, HTS (AID 449762); M. tuberculosis H37Rv growth inhibition, 7H9 media; higher % means a stronger effect; inhibition, % at 25 µM; hits with a dose series show IC50 in µM; hit rate 0.59% among 330,000; in the data active means a potency from the dose series;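 further: bacterial growth assessed after seven days of incubation; strong numbers were not always called active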
H1N1 NS1A inhibition – H1N1 influenza NS1A inhibitors, functional cell based assay (AID 504329) | NS1A functional cell-based assay, percent inhibition; higher % means a stronger effect | hit rate 0.3% among 340,000 | one-dose inhibition, % at 12.5 µM; IC50 in µM for titrated hits; in the data active means a potency from the dose series; further: strong numbers were not always called active
VEEV TC-83 Vero – inhibitors of VEEV TC-83 cytopathic effect, confirmation, Vero cells (AID 588727); Vero cells, VEEV TC-83 cytopathic effect inhibition; higher % means a stronger effect; inhibition, % at 20 µM, or IC50 in µM where a hit was titrated; hit rate 0.13% among 350,000; in the data active means a potency from the dose series; further: strong numbers were not always called active
M. tuberculosis – growth inhibition of non-replicating M. tuberculosis (AID 488890); one-dose inhibition, % at 25 µM; IC50 in µM for titrated hits; hit rate 0.39% among 320,000; Mycobacterium tuberculosis non-replicating, growth inhibition; higher % means a stronger effect; in the data active means a potency from the dose series;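 further: plate controls were DMSO cells for no effect and high antibiotic wells for full effect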
VEEV TC-83 Vero 10K pilot screen – further read-out of VEEV TC-83 Vero, marked with its call; inhibition, %; measured here: 10K pilot screen inhibition
* hit, by the source's call; i = inactive; · = no result given.

SMILES	Salmonella PhoP GFP	M. tuberculosis HTS	H1N1 NS1A inhibition	VEEV TC-83 Vero	M. tuberculosis	others
CCOc1ccccc1NC(=O)C1C2CCC3C(CCC21)C3(Cl)Cl (stereo not drawn)	-5%	8%	4%	6.8%	16%
CCOCCCN(C(=O)c1snc(C(N)=O)c1N)C(C(=O)NC1CCCC1)c1ccc(F)cc1 (stereo not drawn)	10%	-4%	10%	i	12%
COCCn1c(=S)[nH]c2ncccc2c1=O	-4%	3%	-6%	1.2%	1%
COc1ccccc1CNC(=O)C1CCCCN1S(=O)(=O)c1ccccc1 (stereo not drawn)	-1%	5%	-14%	i	11%
CN(CC(=O)Nc1ccc(F)cc1)C(=O)CSc1nccn1C	-2%	1%	-5%	1.0%	0%
CCN=c1scc(-c2ccco2)n1/N=C/c1ccc(O)cc1	5%	28%	6%	i	32%
O=C(O)c1ccc(Cl)c(S(=O)(=O)Nc2ccc(OCc3ccccc3)cc2)c1	1%	-5%	5%	2.0%	9%
Cc1cccc(OC2(c3ccccc3)OC(=O)c3ccccc32)c1C (stereo not drawn)	1%	-6%	7%	i	0%
COc1cccc(/C=N/NC(=O)c2ccoc2C)c1	5%	4%	-14%	3.3%	6%
c1cc2c(cc1[C@H]1OC[C@H]3[C@@H]1CO[C@H]3c1ccc3c(c1)OCO3)OCO2	·	6%	7%	0.1%	48%
CN(CCc1nc2ccc(Cl)cc2[nH]1)Cc1nc(CC2CC2)no1	0%	-8%	-12%	0.4%	16%
COc1cc(OC)c(S(=O)(=O)N2CCCCC2)cc1S(=O)(=O)N1CCCCC1	1%	-14%	-28%	0.9%	1%
Cc1nnc(NC(=O)Nc2ccc(Cl)c(Cl)c2)s1	1%	-2%	5%	4.8%	13%
COc1cc(CCN2C(=O)N[C@@H](CCc3ccccc3)C(C(C)=O)=C2C)cc(OC)c1OC	-3%	1%	·	·	22%
O=[N+]([O-])NC1=NCCN1Cc1ccc(Cl)nc1	7%	3%	-1%	i	3%

By substructure: those above containing a furan ring, fused or not.
SMILES	Salmonella PhoP GFP	M. tuberculosis HTS	H1N1 NS1A inhibition	VEEV TC-83 Vero	M. tuberculosis	others
CCN=c1scc(-c2ccco2)n1/N=C/c1ccc(O)cc1	5%	28%	6%	i	32%
COc1cccc(/C=N/NC(=O)c2ccoc2C)c1	5%	4%	-14%	3.3%	6%

New compounds follow:
SMILES	Salmonella PhoP GFP	M. tuberculosis HTS	H1N1 NS1A inhibition	VEEV TC-83 Vero	M. tuberculosis	others
Cc1ccc(OC(C)C(=O)N(C)Cc2ccccc2)c([N+](=O)[O-])n1 (stereo not drawn)	-6%	-1%	13%	0.6%	-19%
COc1ccc(CN2CCN(Cc3ccc(C(F)(F)F)cc3)CC2)c(OC)c1	-8%	9%	22%	i	41%
COc1ccccc1N1CCN(C(=O)CSc2nc3ccccc3nc2N2CCC(C)CC2)CC1	-5%	13%	3%	5.5%	10%
C(=N\Nc1ccc2nncn2n1)/c1ccccn1	3%	-3%	·	5.1%	14%
COC(=O)Cn1nnc(N2CCOCC2)n1	6%	-8%	·	1.8%	-12%
COc1ccc(CN2C(=NC(=O)CCc3ccccc3)SC3CS(=O)(=O)CC32)cc1 (stereo not drawn)	-2%	5%	-3%	0.7%	-13%
Cc1ccc(S(=O)(=O)N2CCN(CC(=O)N/N=C\c3ccncc3)CC2)cc1	10%	-10%	-12%	0.7%	-5%
CCOC(=O)C1CCN(C(=O)c2ccccc2Oc2ccccc2)CC1	-15%	6%	18%	i	-6%
CN1C(=O)C(C(=O)NC(C)(C)C)C2c3ccccc3OC13CCCCC23 (stereo not drawn)	-7%	-4%	5%	i	-8%
COc1ccc(NC(=O)N2c3ccccc3CC2C)cc1OC (stereo not drawn)	-9%	-9%	3%	2.8%	12%
Cc1cccc(C)c1NC(=S)N(Cc1cccs1)C1CCCC1	17%	7%	0%	i	21%
O=C(OCc1cnc(Cl)s1)c1ccc(Cl)cc1	2%	3%	-2%	2.9%	50%
CSc1cccc(NC(=O)NCc2cccc(CNC(=O)Nc3cccc(SC)c3)c2)c1	-10%	-2%	-32%	0.0%	-5%
Cc1nc(SCC(=O)Nc2c(C)n(C)n(-c3ccccc3)c2=O)c(C#N)c(C)c1C	·	5%	0%	i	5%
COc1ccc(NC(=O)c2sc3nc(C)nc(N4CCN(c5ccccn5)CC4)c3c2C)cc1Cl	-5%	38%	11%	2.5%	3%
O=c1[nH]n(-c2ccccn2)c(=O)c2ccccc12	-7%	8%	13%	0.5%	1%
COc1ccc(NC(=O)CN(C)C(=O)c2cc(C3CC3)nn2-c2ccccc2)cc1	·	-4%	-11%	7.9%	25%
Cc1ccc(C)c(S(=O)(=O)N(C)C2CCS(=O)(=O)C2)c1 (stereo not drawn)	2%	5%	-8%	0.5%	-7%
Cc1ccc(S(=O)(=O)N2CCC(C(=O)NCCCN3CCCCCC3)CC2)cc1	-1%	-4%	2%	1.2%	24%	VEEV TC-83 Vero 10K pilot screen=0.2
Cc1ccc2nc(/C(C#N)=C\c3ccc(N4CCCCC4)c([N+](=O)[O-])c3)[nH]c2c1	25%	6%	3%	i	35%
CCOc1ccc(C(C(=O)NCC2CCCO2)N(Cc2ccccc2)C(=O)c2snc(C(N)=O)c2N)cc1 (stereo not drawn)	8%	2%	1%	9.2%	-2%
O=S(=O)(Nc1cc(S(=O)(=O)N2CCOCC2)ccc1O)c1ccc2c(c1)OCCCO2	·	0%	1%	0.6%	53%
CCOc1cc(CN2CCCC(C(=O)c3cccc(C(F)(F)F)c3)C2)ccc1O (stereo not drawn)	7%	-9%	5%	i	4%
COc1ccc(OC)c(NC(=O)NC2(C(F)(F)F)Oc3ccccc3O2)c1	2%	-4%	8%	i	-21%
COc1ccccc1NC(=O)CC12CC3CC(CC(Br)(C3)C1)C2	5%	7%	2%	i	-9%
COc1ccccc1NC(=O)COc1cccc(-n2cnnn2)c1	-7%	-25%	-26%	2.4%	10%
CCN(C(=O)COC(=O)c1cnc(C)cn1)C1CCS(=O)(=O)C1 (stereo not drawn)	6%	-8%	-2%	1.0%	-11%
COC(C(=O)NNS(=O)(=O)c1ccc([N+](=O)[O-])cc1)c1ccccc1 (stereo not drawn)	6%	2%	-3%	1.1%	-2%
Cc1cc(C)c2c(CC(=O)Nc3ccc(Cl)cn3)coc2c1	-14%	-6%	-4%	0.8%	15%
Cc1cccc(COC(=O)Nc2ccc(NC(=O)c3ccccc3Cl)cc2)c1	-5%	2%	-1%	0.8%	2%
CCCCn1c(N)c(N(CCOC)C(=O)c2c(CC)noc2C)c(=O)[nH]c1=O	·	-2%	-3%	i	5%
Cc1nnc(SCC2=C(C(=O)O)N3C(=O)C(NC(=O)C(C)n4nc(C(F)(F)F)cc4C)C3SC2)s1 (stereo not drawn)	9%	-8%	4%	0.7%	13%
COc1ccc(NS(=O)(=O)c2csc(C(N)=O)c2)cc1OC	-7%	1%	-2%	0.9%	2%
CCOc1ccccc1NC(=O)N1CCCC(c2nc3c(nnn3Cc3ccc(C)cc3)c(=O)[nH]2)C1 (stereo not drawn)	3%	27%	2%	i	42%
COc1ccc(C(=O)C[n+]2ccc(N)c(C)c2C)cc1	1%	-6%	0%	i	-10%
CCOC(=O)c1c(NC(=O)c2ccco2)sc2c1CCCCC2	-19%	9%	-7%	i	18%
Cc1ccc(S(=O)(=O)N2C[C@@H]3[C@H]4CC[C@H](C4)[C@@H]3[C@@H](C)[C@@H]2c2ccn([Si](C(C)C)(C(C)C)C(C)C)c2)cc1	·	·	3%	i	·
C/C(N)=C(/C#N)C(=O)COC(=O)c1ccc(OCC2CCCO2)cc1 (stereo not drawn)	-4%	-1%	-7%	1.3%	11%
COc1ccc(C(=O)NNC(=O)CSc2nnnn2-c2cc(OC)cc(OC)c2)cc1	3%	2%	3%	i	-20%
CCC(C)c1ccc(N(C(=O)c2ccco2)C(C(=O)NC2CCCC2)c2cccnc2)cc1 (stereo not drawn)	-13%	-11%	4%	i	34%
Cc1cccc(C(=O)Nc2nnc(Cc3ccccc3)s2)c1	-5%	-5%	1%	1.2%	45%
CC(NS(=O)(=O)c1ccc(Br)cc1)C(=O)NCC1CCCO1 (stereo not drawn)	-1%	-3%	3%	0.3%	2%
O=c1[nH]cn[nH]1	-3%	-4%	-5%	1.6%	12%
CCOC(=O)C1CCCN(c2c(Nc3ccc(C)c(C)c3)c(=O)c2=O)C1 (stereo not drawn)	-9%	1%	2%	1.0%	·
COC(=O)COc1cc(C)cc2oc(=O)c(CC(=O)OC)c(C)c12	1%	3%	-2%	1.8%	-8%

Compounds from the list above that have a nitro group on carbon (three):
SMILES	Salmonella PhoP GFP	M. tuberculosis HTS	H1N1 NS1A inhibition	VEEV TC-83 Vero	M. tuberculosis	others
Cc1ccc(OC(C)C(=O)N(C)Cc2ccccc2)c([N+](=O)[O-])n1 (stereo not drawn)	-6%	-1%	13%	0.6%	-19%
Cc1ccc2nc(/C(C#N)=C\c3ccc(N4CCCCC4)c([N+](=O)[O-])c3)[nH]c2c1	25%	6%	3%	i	35%
COC(C(=O)NNS(=O)(=O)c1ccc([N+](=O)[O-])cc1)c1ccccc1 (stereo not drawn)	6%	2%	-3%	1.1%	-2%

Returning to the listing, repeating the six entries before the break.
SMILES	Salmonella PhoP GFP	M. tuberculosis HTS	H1N1 NS1A inhibition	VEEV TC-83 Vero	M. tuberculosis	others
CCC(C)c1ccc(N(C(=O)c2ccco2)C(C(=O)NC2CCCC2)c2cccnc2)cc1 (stereo not drawn)	-13%	-11%	4%	i	34%
Cc1cccc(C(=O)Nc2nnc(Cc3ccccc3)s2)c1	-5%	-5%	1%	1.2%	45%
CC(NS(=O)(=O)c1ccc(Br)cc1)C(=O)NCC1CCCO1 (stereo not drawn)	-1%	-3%	3%	0.3%	2%
O=c1[nH]cn[nH]1	-3%	-4%	-5%	1.6%	12%
CCOC(=O)C1CCCN(c2c(Nc3ccc(C)c(C)c3)c(=O)c2=O)C1 (stereo not drawn)	-9%	1%	2%	1.0%	·
COC(=O)COc1cc(C)cc2oc(=O)c(CC(=O)OC)c(C)c12	1%	3%	-2%	1.8%	-8%
CC(C)(C)n1nnnc1C(c1ccc(F)cc1)N1CCN(Cc2ccc3c(c2)OCO3)CC1 (stereo not drawn)	4%	-4%	-4%	1.2%	38%
COc1ccc(NC(=O)C(NC(=O)Cc2cccs2)c2ccc(C)cc2)cc1 (stereo not drawn)	-6%	-10%	1%	i	10%
CCN1C(=O)c2cccc3c(S(=O)(=O)NCCc4c[nH]c5ccccc45)ccc1c23	-6%	7%	20%	i	28%
CCc1cc2c(CN3CCN(C)CC3)cc(=O)oc2cc1O	2%	-4%	4%	0.8%	15%
Cc1ccc(-c2cc(C(=O)N3CCOCC3)no2)cc1	4%	6%	-8%	i	36%
O=C(NC1CC(=O)N(c2ccc(Cl)cc2)C1)N1CCN(C(=O)c2ccco2)CC1 (stereo not drawn)	4%	6%	-14%	3.4%	-15%
COc1cc(OC)cc(C(=O)Nc2ncc3c(n2)CC(C)(C)CC3=O)c1	-3%	-6%	11%	3.8%	1%
CCOC(=O)Cc1csc(NC(=O)C2CCCN(S(=O)(=O)c3cnc[nH]3)C2)n1 (stereo not drawn)	3%	2%	-1%	0.7%	-7%
COc1ccc(CNCCSc2nnnn2C)cc1OC	0%	-5%	0%	0.9%	8%
Cc1cc(N2CCN(C)CC2)nc2ccc(NC(=O)c3ccccc3F)cc12	7%	-4%	-10%	14%	8%
Cc1ccc(S(=O)(=O)N2CCN=C2SCc2ccc(Cl)c(Cl)c2)cc1	5%	4%	-4%	0.2%	10%
O=C(O)c1cnn2cc(-c3[nH]ncc3[N+](=O)[O-])cnc12	0%	0%	-1%	0.0%	-7%
CCOC(=O)c1c(C)[nH]c(C)c1S(=O)(=O)N(C)CC(=O)Nc1ccccc1OC	3%	-1%	1%	1.2%	10%
CCOc1cc(C=O)ccc1OCCSc1ccc(Cl)cc1	0%	8%	-4%	i	69%
Cc1cc(C)nc(-n2nc(C)c3c(C(F)F)cc(C)nc32)n1	-7%	0%	1%	0.1%	2%
O=C(c1cc2ccccc2c(=O)o1)N1CCCC1	-2%	·	·	·	-7%

Entries listed so far with bromine (2):
SMILES	Salmonella PhoP GFP	M. tuberculosis HTS	H1N1 NS1A inhibition	VEEV TC-83 Vero	M. tuberculosis	others
COc1ccccc1NC(=O)CC12CC3CC(CC(Br)(C3)C1)C2	5%	7%	2%	i	-9%
CC(NS(=O)(=O)c1ccc(Br)cc1)C(=O)NCC1CCCO1 (stereo not drawn)	-1%	-3%	3%	0.3%	2%
